Screening results deposited in PubChem BioAssay by several laboratories.
PDI inh: PDI (human) enzyme inhibition; PDI insulin aggregation turbidity, A650, 90 min; inhibition, % at 10 µM; AID 588391; P07237; actives 0.052% (n = 350,000);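 active = mean inhibition across replicates of 30% or more, whatever share of single replicates reach that level; inconclusive = mean inhibition below 30% while every single replicate reaches 30%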;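 note: absorbance from insulin aggregation driven by PDI reduction with DTT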
Target sequence (P07237 whole entry, looked up): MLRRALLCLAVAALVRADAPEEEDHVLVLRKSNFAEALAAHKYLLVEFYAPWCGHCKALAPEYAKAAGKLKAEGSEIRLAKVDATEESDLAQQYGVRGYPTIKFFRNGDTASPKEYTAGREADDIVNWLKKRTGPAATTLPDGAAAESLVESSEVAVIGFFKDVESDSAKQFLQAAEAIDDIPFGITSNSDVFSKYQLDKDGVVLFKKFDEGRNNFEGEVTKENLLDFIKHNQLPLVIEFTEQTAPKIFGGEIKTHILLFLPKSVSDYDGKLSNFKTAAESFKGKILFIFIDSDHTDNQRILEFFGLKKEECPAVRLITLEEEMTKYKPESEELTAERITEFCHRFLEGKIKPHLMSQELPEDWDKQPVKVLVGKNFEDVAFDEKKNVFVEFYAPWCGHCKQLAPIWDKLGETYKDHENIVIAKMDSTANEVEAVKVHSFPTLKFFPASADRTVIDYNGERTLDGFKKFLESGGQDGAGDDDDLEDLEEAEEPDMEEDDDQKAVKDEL
CF NFkB inh: blocks PAF-induced NF-kB reporter in cystic fibrosis cells. KKLEB NF-kB-GFP reporter, GFP fluorescence overnight. inhibition, % at 5 µM. actives 0.86% (n = 360,000);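 active = at least 50% inhibition at 5 µM, scaled per plate between neutral and stimulator controls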;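 note: PAF is a Pseudomonas aeruginosa culture filtrate used as stimulus; plate controls were PAF-stimulated DMSO wells for no effect and unstimulated DMSO wells for full effect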
Vif imaging: inhibitors of HIV Vif | AID 602346 | inhibition, % at 7.49 µM | actives 0.35% (n = 340,000) | HEK293T cells, Vif self-association by quenched fluorescence, imaging, 24 h; in the data active = inhibition above about 50%, passing the limit was not always enough; inconclusive = no clear call, values can overlap the other calls; inactive = below about 31%; note: some results filed as inactive read as strong as hits
NR2E3 ag-1: agonists of human nuclear receptor NR2E3; Q9Y5X4; GST-NR2E3/biotin-RetCOR TR-FRET, 1536-well; inhibition of corepressor binding, % at 4.78 µM; actives 0.12% (n = 320,000); AID 2300;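 active = percent inhibition above the cutoff of mean plus 3 SD of all tested compounds, set per screening campaign, cut at about 20% in these data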;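 note: 0% = DMSO wells and 100% = biotin wells as full block of FRET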
Target sequence (Q9Y5X4 whole entry, looked up): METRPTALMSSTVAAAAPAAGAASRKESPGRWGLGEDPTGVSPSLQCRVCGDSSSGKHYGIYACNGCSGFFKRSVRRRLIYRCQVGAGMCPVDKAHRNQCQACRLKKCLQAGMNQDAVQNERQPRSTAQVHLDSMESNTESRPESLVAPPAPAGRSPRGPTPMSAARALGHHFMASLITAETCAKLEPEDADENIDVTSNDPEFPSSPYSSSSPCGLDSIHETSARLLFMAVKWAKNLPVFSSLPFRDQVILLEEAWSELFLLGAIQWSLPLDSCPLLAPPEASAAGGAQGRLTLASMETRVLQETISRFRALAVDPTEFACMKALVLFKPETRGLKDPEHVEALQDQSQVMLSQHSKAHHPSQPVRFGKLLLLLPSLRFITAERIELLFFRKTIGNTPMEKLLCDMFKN
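System: GST-NR2E3 and biotin-RetCOR proteins; probe or stimulus: 7 nM biotin-RetCOR; doses: compound at 4.8 µM, single dose; schedule: Compound–protein incubation for 5 h at 4 °C; detection: time-resolved FRET; read-out: percent inhibition; controls: biotin wells as high control, 0.6% DMSO wells as low control; format: 1536-well plates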
NR2E3 ag-2: activates human NR2E3 receptor. Q9Y5X4. CHO-S Gal4-NCOR/VP16-NR2E3 two-hybrid, luciferase. inhibition of corepressor binding, % at 3.98 µM. actives 0.35% (n = 360,000). AID 602229;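 active = inhibition above the mean of all tested compounds plus 3 SD, cut at about 70% in these data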;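 note: 0% = DMSO with NR2E3 transfected cells and 100% = cells lacking NR2E3 construct; higher means lower luciferase signal from less NR2E3 corepressor binding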
HIF-2a block: HIF-2a inhibition. 786-0 RCC cells HIF-2a reporter, luciferase luminescence, overnight. AID 624352. actives 0.72% (n = 360,000). inhibition, % at 18.8 µM;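 active = inhibition of the luminescence signal of 40% or more relative to plate controls, in a single-dose primary screen at 18.75 µM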
MITF TRPM1 inh: MITF TRPM1 promoter inhibition in SK-MEL-5 cells; SK-MEL-5 TRPM1 promoter luciferase, 24 h; inhibition, % at 12.5 µM; actives 0.83% (n = 330,000);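 active = mean inhibition across replicates of 60% or more, whatever share of single replicates reaches that level; inconclusive = some that reach 60%, reason not given; inactive = mean inhibition across replicates below 60%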; note: values of inactives mirror those of a sister screen read the other way
CaV13 ICDI inh: Disruptors of the CACNA1D IQ motif to Ca2+-dependent inactivation inhibitor domain association, primary screening, Förster resonance energy transfer in intact living …; inhibition, % at 12.3 µM; AID 743397; HEK cells, CFP/YFP FRET ICDI-IQ, plate reader, 10 min; percent FRET-ratio fall versus neutral wells; actives 0.098% (n = 340,000);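 active = mean replicate inhibition of at least 30% and at least 1% of replicates passing that level; inconclusive = only one of the two criteria is met; inactive = neither criterion is met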;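 note: 0% = median of the neutral control wells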
KKLEB tox: reduces viability of KKLEB cystic fibrosis airway cells; KKLEB CF airway cells viability, ATPlite luminescence, overnight; hits give low values; cells stimulated with P. aeruginosa culture filtrate; activity change (cytotoxicity), % at 5 µM; actives 0.36% (n = 360,000);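 active = corrected activity change at or below -50% at 5 µM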
Shn3 3UTR inh: inhibitors of Schnurri-3 3'UTR reporter in osteoblasts; Clone20 osteoblast Shn3 3'UTR firefly luciferase, 24 h; inhibition, % at 12.5 µM; actives 0.52% (n = 360,000); AID 588674;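 active = mean inhibition of at least 75% with every replicate also reaching 75%; inconclusive = mean inhibition at least 75% but some replicate below; inactive = mean inhibition below 75%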;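 note: 0% = median of neutral control wells and 100% = pilot-screen positive control compound; some compounds past the cut are filed as inactive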
Peg3 promoter: inhibitors of Peg3 promoter. HeLa PEG-Prom luciferase reporter, luminescence, overnight. actives 1.7% (n = 360,000). inhibition, % at 20 µM. AID 588405;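 active = inhibition of at least 50% at 20 µM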
Starred values were filed as active, the others as inactive; ? = inconclusive; / = no result given.

Results follow in this order: PDI inh	CF NFkB inh	Vif imaging	NR2E3 ag-1	NR2E3 ag-2	HIF-2a block	MITF TRPM1 inh	CaV13 ICDI inh	KKLEB tox	Shn3 3UTR inh	Peg3 promoter
- NC(=O)c1c(/N=C/c2cccs2)sc2c1CCCC2
  5	-23	-1	-2	-29	-180	/	-20	8	-33	-100
- Cc1ccc(C(C)NC(=O)Cc2cccs2)c(C)c1 (configuration not stated)
  17	14	-9	1	13	14	9	-4	3	-7	4
- CC1(NC(=O)N2CCCCC2)CCS(=O)(=O)C1 (configuration not stated)
  -5	7	-2	5	-2	15	-1	-6	1	-5	2
- COc1ccc(CC(=O)NNC2=Nc3cccc4cccc2c34)cc1OC
  17	12	8	-5	-39	13	4	-14	-13	18	7
- CCOC(=O)c1ccc(NC(=S)NCCCN2CCCC2=O)cc1
  6	16	-4	0	-16	11	-10	3	-20	2	10
- COc1ccc(C(CNC(=O)C(C)Oc2ccc(Br)cc2)N2CCCC2)cc1 (configuration not stated)
  0	-10	19	-4	5	-16	3	-15	-12	-1	-27
- Cc1noc(C)c1S(=O)(=O)N(CC(=O)NCc1ccccc1)c1ccc(C(C)C)cc1
  0	6	-3	-1	-5	12	-1	-6	16	-1	10
- CC(C(=O)NC1CCCc2ccccc21)N1CCN(Cc2ccc3c(c2)OCO3)CC1 (configuration not stated)
  -3	3	3	-1	-3	4	0	-6	-4	6	-1
- CC1Cc2ccccc2N1C(=O)CSCC(=O)O (configuration not stated)
  -1	4	2	3	-12	8	1	/	5	5	2
- O=C(C1CCCN(Cc2nc(-c3ccc(Cl)cc3)no2)C1)N1CCOCC1 (configuration not stated)
  -2	6	3	2	-12	-4	6	2	-4	-12	7
- COC(=O)Nc1nc2ccc(Br)cc2s1
  -2	-3	-1	4	-71	-86	-13	0	-4	-50	-94
- COc1ccc(OC)c2c(C)cc(N3CCCN(C)CC3)nc12
  0	8	3	-3	-27	-3	-5	-8	-2	32	5
- Cc1c([N+](=O)[O-])cc(C(=O)Nc2ccc3ncccc3c2)cc1[N+](=O)[O-]
  5	1	2	2	-18	-11	1	-4	0	-8	38
- COc1ccc(-n2c(Cc3cccn3C)nnc2SCC(=O)N2CCOCC2)cc1
  /	11	2	-1	-7	3	-6	-1	-3	-14	-10
- Cc1ccccc1NC(=O)Cn1nc(C)c2ccccc2c1=O
  -1	4	0	2	-7	16	7	-2	-6	-5	1
- CCOC(=O)C1(CCOc2ccccc2)CCN(Cc2cccs2)CC1
  18	-3	-7	3	-17	18	3	-4	3	29	17
- COc1ccc(-n2cnc3c(sc4nccc(N(C)C)c43)c2=O)cc1
  ?	34	-18	-1	-21	1	-14	-4	0	0	-18
- CCNCC(=O)N1c2ccccc2CCc2ccc(NC(C)=O)cc21
  15	21	-1	0	2	-2	-1	/	-16	-42	5
- Cc1c(C(=O)N/N=C/c2ccoc2)cccc1[N+](=O)[O-]
  0	-18	-4	0	-54	6	-5	-5	-6	-7	-4
- O=C(O)CCCC(=O)NCCc1ccncc1
  15	2	-1	0	8	-7	2	-5	-2	5	3

3 entries from above, sorted by their value in MITF TRPM1 inh, ascending:
molecule | MITF TRPM1 inh
COc1ccc(-n2cnc3c(sc4nccc(N(C)C)c43)c2=O)cc1 | -14
Cc1c(C(=O)N/N=C/c2ccoc2)cccc1[N+](=O)[O-] | -5
COc1ccc(C(CNC(=O)C(C)Oc2ccc(Br)cc2)N2CCCC2)cc1 (configuration not stated) | 3

More compounds:
Results follow in this order: PDI inh	CF NFkB inh	Vif imaging	NR2E3 ag-1	NR2E3 ag-2	HIF-2a block	MITF TRPM1 inh	CaV13 ICDI inh	KKLEB tox	Shn3 3UTR inh	Peg3 promoter
- O=C(Oc1ccc(Cl)c2cccnc12)C12CC3CC(CC(C3)C1)C2
  -1	3	2	2	8	-1	13	-4	-5	-28	9
- COc1c(Br)cc([N+](=O)[O-])c(OC)c1C(=O)NC(=O)Nc1nc(C)cc(C)n1
  0	21	-5	-3	-8	23	2	-5	-13	15	3
- CC(C)c1ccc(C2OCCCO2)cc1
  4	-19	-4	/	-12	10	-15	-6	-10	-30	-21
- Cc1ccc(S(=O)(=O)N2CCOCC2)cc1C(=O)N1CC(C)OC(C)C1 (configuration not stated)
  1	17	26	3	2	3	-5	/	-5	-8	-5
- CN(c1ccccc1)S(=O)(=O)c1ccc(C(=O)OCC(=O)NC(N)=O)cc1
  -4	-13	4	2	-15	4	-4	-9	-4	9	4
- Cc1ccc2c(c1)COc1c3ccc(C(=O)N[C@@H](CO)C(C)C)cc3nn1-2
  12	0	-14	2	-49	-235	-113	-7	3	-88	-285
- Cc1nn(C)cc1CNC(=O)c1ccc(F)cc1
  -13	-8	-3	0	13	0	1	-5	-1	16	-1
- CC(=O)c1cc(Cl)ccc1OCc1cccc(S(=O)(=O)N2CCOCC2)c1
  -5	22	-15	1	-7	0	-6	-7	-7	17	-8
- Cc1ccc(NC(=O)COC(=O)c2ccc(F)cc2Cl)c(Br)c1
  -1	7	0	0	-11	4	-2	3	2	8	1
- Cc1ccc(S(=O)(=O)N2CCN(C(=O)COC(=O)CSc3ccccc3)CC2)c(C)c1
  3	28	16	-4	-23	7	-1	-7	-6	3	13
- CCOc1ccc(C(=O)CCC(=O)Nc2cccc(S(=O)(=O)N3CCCCC3)c2)cc1
  -9	3	12	3	2	-11	-4	-4	-2	4	8
- COc1ccccc1-n1c(CNC(=O)c2ccco2)n[nH]c1=S
  4	2	-4	3	-2	7	10	-2	-5	13	20
- O=C(N/N=C/c1ccncc1)NC12CC3CC(CC(C3)C1)C2
  -5	14	7	-1	-5	19	-21	-5	-8	2	9
- CCOC(=O)c1c(NC(=O)CN2C(=O)NC3(CCC(CC)CC3)C2=O)sc(C)c1-c1ccc(C)cc1 (configuration not stated)
  -6	5	-1	3	3	7	1	-4	5	-15	2
- CCOC(=O)CNC(=O)N1CCC(CCC(=O)N(C)Cc2ccccc2)CC1
  -9	-1	-3	2	-20	16	7	-19	-5	14	-1
- Cc1cc(C(=O)O)c(CCCN)s1
  4	14	-10	5	-11	9	-7	-12	0	-3	3
- Cc1cc(SCC(=O)N2CCCC2=O)nc2ccccc12
  -1	-4	-7	/	20	3	5	-6	-10	23	0
- CCc1ccccc1OCC(=O)Nc1nc(-c2cccnc2)cs1
  8	-4	-4	1	28	-11	14	-2	-16	39	31
- COc1cc(C#N)ccc1OCC(=O)NCc1cccs1
  -2	-4	3	4	2	-4	-1	-2	15	-4	-12
- COc1ccc(C(=O)N2CC(c3ccc(Cl)cc3)CC2=O)cc1 (configuration not stated)
  0	8	-3	2	6	-21	/	-4	8	/	-6

Following part:
Structure	PDI inh	CF NFkB inh	Vif imaging	NR2E3 ag-1	NR2E3 ag-2	HIF-2a block	MITF TRPM1 inh	CaV13 ICDI inh	KKLEB tox	Shn3 3UTR inh	Peg3 promoter
COc1ccc(Nc2ncc(C(=O)N3CCN(c4ccccc4OC)CC3)c3ccccc23)cc1	0	2	-2	0	-19	-9	1	-9	-9	16	41
O=C(/C=C/c1ccccc1)N1CCN(c2ccc([N+](=O)[O-])c(N3CCOCC3)c2)CC1	13	-8	1	4	-19	1	2	-3	4	4	27
COc1cc(C(=O)Nc2cc(C)cc(C)c2)c(-n2cnnn2)cc1OC	-4	14	-6	-2	-5	23	-4	4	3	-7	8
O=C1/C(=C/c2ccccc2)Oc2cc(OC(=O)N3CCOCC3)ccc21	-7	-10	-11	4	-14	-125	-14	-8	-8	-49	-115
CCCSc1nc(=O)n2cccc(C)c2n1	20	-4	7	1	-37	-19	-9	-8	9	-3	-10
COc1ccc(N(C(=O)c2ccncc2)S(=O)(=O)c2ccc(OC)c(OC)c2)cc1	/	8	11	-1	-12	1	-6	-4	9	12	5
COc1ccc(N2CCN(C(=O)c3ccc(C)c(Cl)c3)CC2)cc1	1	-10	-13	-5	8	2	-17	-5	4	-8	14
Clc1cccc(CSC2=NCCCN2)c1	/	/	2	-1	-18	/	-1	/	/	-15	/
Cc1cc(C)n(C(=O)c2cccc([N+](=O)[O-])c2)n1	0	2	-18	4	19	14	12	0	4	6	5
CC(C)(CO)CNc1ccn2nccc2n1	-3	53*	-11	/	-26	16	/	-5	1	19	-2
COc1ccc(CN2C(=O)C(CC(=O)NCc3cccc4ccccc34)CC(C(=O)N3CCOCC3)=C2C)cc1 (configuration not stated)	2	-17	-1	/	-1	4	/	-8	-13	-5	13
CC(C)CC[n+]1ccn(C2=C([O-])c3ccccc3C(=O)/C2=N\S(=O)(=O)c2ccccc2)c1	14	7	-2	1	2	-7	91*	/	7	14	15
C=CCSc1nnc(-c2cccc3ccccc23)o1	1	-3	-7	/	7	6	-4	-10	-7	3	4
N#C/C(=C(/O)c1ccc([N+](=O)[O-])s1)c1nc2ccccc2[nH]1	-7	29	-6	3	13	-138	12	-6	1	24	-12

Complete entries, looked up by structure. Screens in order: PDI inh, CF NFkB inh, Vif imaging, NR2E3 ag-1, NR2E3 ag-2, HIF-2a block, MITF TRPM1 inh, CaV13 ICDI inh, KKLEB tox, Shn3 3UTR inh, Peg3 promoter
Entry for Cc1cc(C)n(C(=O)c2cccc([N+](=O)[O-])c2)n1 = 0, 2, -18, 4, 19, 14, 12, 0, 4, 6, 5
Entry for Clc1cccc(CSC2=NCCCN2)c1 = /, /, 2, -1, -18, /, -1, /, /, -15, /
Entry for C=CCSc1nnc(-c2cccc3ccccc23)o1 = 1, -3, -7, /, 7, 6, -4, -10, -7, 3, 4
Entry for O=C1/C(=C/c2ccccc2)Oc2cc(OC(=O)N3CCOCC3)ccc21 = -7, -10, -11, 4, -14, -125, -14, -8, -8, -49, -115
Entry for CC(C)CC[n+]1ccn(C2=C([O-])c3ccccc3C(=O)/C2=N\S(=O)(=O)c2ccccc2)c1 = 14, 7, -2, 1, 2, -7, 91*, /, 7, 14, 15
